# Source: PubChem BioAssay
# SSB-PriA inh: inhibitors of Klebsiella pneumoniae PriA binding to SSB C-terminal tail, primary screen, biochemical, AlphaScreen. 0.6% of 430,000 active. AlphaScreen SSBct-PriA binding, biotinylated peptide. inhibition, % at 33 µM. PriA–SSB C-terminal tail interaction (Klebsiella pneumoniae); in the data active = inhibition mostly above about 37%, no sharp cut-off; inactive = mostly below about 20%;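 also: plate controls were negative control peptide for no effect and reference peptide for full effect; strong numbers were not always called active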
# * = called active by the depositor; & = joins results of further samples. Not all compounds are listed (hit frequency here may not be typical).
SMILES,SSB-PriA inh
NS(=O)(=O)c1ccc(CNC(=O)CN2CCN(c3ccc4c(c3)OCO4)C2=O)cc1,-7.0
O=C(Cc1csc(NS(=O)(=O)c2ccccc2)n1)NCCC1=CCCCC1,6.0
COc1ccc(C(=O)COc2ccccc2OC)cc1,-30.0
O=S(=O)(c1cccc(F)c1)N1CCN(c2ccc(-c3ccncc3)nn2)CC1,-2.0
Cc1cc(C)c(S(=O)(=O)NNC(=O)CCCCC(=O)NNS(=O)(=O)c2c(C)cc(C)cc2C)c(C)c1,-8.0
CC(C)NC(=S)NN=Cc1c[nH]c2ccccc12,19.4
Cc1ccc(F)cc1S(=O)(=O)Nc1cnc(N2CCCC2)nc1,-8.0
Cc1ccc(NC(=O)ON=Cc2ccc(N(C)C)cc2)cc1,-3.7
Cn1cccc(C(=O)NCc2cnn3ccccc23)c1=O,-3.0
CCOc1ccccc1-c1nc(CSc2nc(C)c(Cc3ccccc3)c(=O)[nH]2)c(C)o1,-13.0&-3.0
O=C(CN1CCSCC1)NN=Cc1ccc(F)cc1,-14.1
O=C(Cc1cc(=O)[nH]c(SCc2ccc(F)cc2)n1)NCC1CCCCC1,8.0
CCOC(=O)c1nn(-c2ccc(F)cc2)c(=O)cc1N1CCN(C(=O)OCC)CC1,-6.0
Fc1c(Cl)ccc2cccnc12,33.0
COc1ccc(-c2csc(CN3CCN(C(=O)C4CC4)CC3)n2)cc1,-7.0
C#CCn1c(=NC(=O)c2ccc(S(=O)(=O)N(C)c3ccccc3)cc2)sc2cccc(OC)c21,-8.0
COc1cccc(C2C3=C(N=c4sc(=Cc5cccc(O)c5)c(=O)n42)c2ccccc2CC3)c1OC (configuration not stated),5.7
S=c1[nH]nc(-c2cccc(Cl)c2)n1N=Cc1ccc(-c2ccccc2Br)o1,2.6
Cc1csc(=O)n1CC(=O)Nc1nc(-c2ccccn2)cs1,107.0*
NS(=O)(=O)c1ccc(CNC(=O)c2coc(NC(=O)C3CCC3)n2)cc1,-9.0
NC(=S)NN=C1CCSc2ccc3ccccc3c21,17.4
CCOC(=O)c1nn(-c2ccccc2)c(=O)c2c(NC(=O)c3cc(Br)ccc3Cl)scc12,0.0
Cc1csc(CN2CCN(C(=O)c3ccc(Cl)cc3)CC2)n1,-5.0
CS(=O)(=O)NCC(c1ccsc1)N1CCOCC1 (configuration not stated),-7.0
COC(CNC(=O)NCc1ccc(F)cc1)c1ccco1 (configuration not stated),-16.0

# (continued)
SMILES,SSB-PriA inh
CSc1ccccc1NC(=O)CN(C)c1nc2c(C)ccc(C)c2s1,-19.0
COc1ccc(Cl)cc1NC(=O)C(=O)NC[C@H](O)c1cccc2ccccc12,-6.0
CCC(=NNC(=O)C1CC1)c1cccc(Cl)c1,-11.0
Cc1ccc(C(=O)NN=Cc2ccc(-c3ccccc3[N+](=O)[O-])o2)cn1,9.2
CCOc1ccccc1NC(=O)Cn1cnc2c(-c3ccncc3)nsc2c1=O,-14.0
Cc1sc2ncnc(SC(c3ccccc3)c3ccccc3)c2c1-c1ccc(Cl)cc1,-14.0&-7.0
O=C(NC[C@@H](c1ccco1)N1CCN(c2ccccc2F)CC1)C1CC1,-20.0
Cn1cnc(S(=O)(=O)NCCNC(=O)c2ccc3ncsc3c2)c1,-4.0
CC1(CC(=O)NN=Cc2ccc(-c3cccc(C(F)(F)F)c3)o2)OCCO1,-13.7
O=C(c1ccc2c(c1)OCO2)N1CCN=C1SCc1ccc(Br)cc1,1.0
Cc1cc(C)c(N2CCN(S(=O)(=O)N3CCOCC3)CC2)c(C)c1,-17.0
COCCNC(=S)NN=C(C)c1ccc(Cl)s1,-8.0
CCOC(=O)C1=C(C)N=c2s/c(=C/N(C)C)c(=O)n2C1c1ccccc1 (configuration not stated),-15.0
CCOc1ccc2ccccc2c1C(=O)NNC(=O)c1ccc(=O)n(Cc2ccccc2)c1,-5.0
O=C(NCC(O)(c1ccccc1)C1CC1)c1cc2ccccc2[nH]1 (configuration not stated),-4.0
C=CCN1C(=O)C(C)(C)COc2ccc(NS(=O)(=O)c3ccc(CC)s3)cc21,9.0
CC(C)(C)OC(=O)NN=Cc1ccc([N+](=O)[O-])s1,7.8
Cc1nc2c(=O)n(Cc3ccc(Br)cc3)nc(-c3ccco3)c2s1,-6.0
Cc1cc(CCNC(=O)c2nc3ccccc3s2)on1,-10.0
CC1CCc2cc(F)ccc2N1C(=O)Cc1cc(-c2ccc3c(c2)OCO3)on1 (configuration not stated),-2.0
Cc1ccc(N2CC(c3nc(-c4ccc(Br)cc4)no3)CC2=O)c(C)c1 (configuration not stated),-23.0
CCOC(=O)c1c(-c2ccc(C)cc2)csc1NC(=O)/C=C/c1cccs1,-25.0
CCOC(=O)c1nnn(CC(=O)N(Cc2ccccc2)c2ccc(Br)cc2)c1C(=O)OCC,-5.0
COc1ccc(-c2cc3c(SCC(=O)Nc4ccc(C)c(C)c4)nccn3n2)cc1,-10.0
O=C(CSc1ccccc1)N(CCn1cccn1)c1nc2ccccc2s1,-35.0

# More results.
SMILES,SSB-PriA inh
CCC(C)[C@H](NC(=O)OC(C)(C)C)C(=O)NN=Cc1ccc2nccnc2c1 (some centres not stated),-13.4
C[C@H]1CCc2c(sc(NC(=O)c3cc4ccccc4o3)c2-c2nc3ccccc3s2)C1,-18.0
COc1cc([N+](=O)[O-])cc2sc(NC(=O)c3ccccc3S(C)(=O)=O)nc12,-3.0
O=C(Cc1ccsc1)N1CCN(c2cc(C(F)(F)F)ncn2)CC1,7.0
COc1cccc(NC(=O)Nc2ccc3c(c2)CC(=O)N3)c1OC,-7.0
O=C(C1CC(=O)N(c2cccc(F)c2)C1)N1CCN(c2ncnc3c2nnn3Cc2ccccc2)CC1 (configuration not stated),-17.0
O=C1CCSCC(C(=O)NCc2nc3ccccc3[nH]2)N1 (configuration not stated),-31.0
Cn1cc(OCc2ccc(F)cc2)c(=O)cc1C(=O)NCCc1ccc(S(N)(=O)=O)cc1,-2.0
CCCOC(=O)c1ccc(Oc2coc3cc(OCC(N)=O)ccc3c2=O)cc1,-24.0
Cc1ccc2nc(-c3c(N4CCOCC4)nc4ccc(C)cc4c3-c3ccccc3)cc(-c3ccccc3)c2c1,-6.0
CCN1CCc2c(sc(NC(=O)CSc3ccc(F)cc3)c2C(N)=O)C1,10.0
Cc1nnc(CNC(=O)c2cc(N3CCCC3)ncn2)o1,-7.0
COc1ccc(Cl)cc1NC(=O)C(=O)NCCC(c1ccccc1)c1ccccc1,-7.0
CCN(CC)Cc1c(C(=O)NN=Cc2ccccn2)nnn1-c1nonc1N,2.1
Cc1cc(=O)n(CC(=O)Nc2ccccc2C(F)(F)F)c(Nc2cccc(F)c2)n1,-9.0
O=c1n(CCNS(=O)(=O)c2ccc(Cl)s2)nc(-c2ccco2)n1C1CC1,11.0
COCCn1c(SCc2ccccc2Cl)nc2c([nH]c3ccccc32)c1=O,-15.0
Cn1cccc1C(C#N)N1CCc2ccccc2C1 (configuration not stated),25.0
COCCNC(=O)CN1CCN(c2nccn2-c2cccc(Cl)c2)CC1,-3.0
O=C1NC(=O)C2(CCN(S(=O)(=O)c3ccc4cccc5c4c3CC5)CC2)N1,2.0
c1cc(Cc2csc(N3CCOCC3)n2)cs1,-10.0
O=S(=O)(c1ccc(C(F)(F)F)cc1)N1CCN(c2ccc(-c3ccncc3)nn2)CC1,-6.0
O=C(c1ccccc1)c1cc(Br)ccc1NC(=O)C1CCCCC1,4.0
CCOc1cc(S(=O)(=O)N2CCN(c3cccc(C(F)(F)F)c3)CC2)c(OCC)cc1C,-11.0
CCOC(=O)N1CCN(C(=O)C2CC2c2cccs2)CC1 (configuration not stated),3.0

# 2 compounds picked at random from the list so far:
SMILES,SSB-PriA inh
COC(CNC(=O)NCc1ccc(F)cc1)c1ccco1 (configuration not stated),-16.0
CC1(CC(=O)NN=Cc2ccc(-c3cccc(C(F)(F)F)c3)o2)OCCO1,-13.7

# Filtered by structure: the entries above with a Cl atom.
SMILES,SSB-PriA inh
Fc1c(Cl)ccc2cccnc12,33.0
S=c1[nH]nc(-c2cccc(Cl)c2)n1N=Cc1ccc(-c2ccccc2Br)o1,2.6
CCOC(=O)c1nn(-c2ccccc2)c(=O)c2c(NC(=O)c3cc(Br)ccc3Cl)scc12,0.0
Cc1csc(CN2CCN(C(=O)c3ccc(Cl)cc3)CC2)n1,-5.0
COc1ccc(Cl)cc1NC(=O)C(=O)NC[C@H](O)c1cccc2ccccc12,-6.0
CCC(=NNC(=O)C1CC1)c1cccc(Cl)c1,-11.0
Cc1sc2ncnc(SC(c3ccccc3)c3ccccc3)c2c1-c1ccc(Cl)cc1,-14.0&-7.0
COCCNC(=S)NN=C(C)c1ccc(Cl)s1,-8.0
COc1ccc(Cl)cc1NC(=O)C(=O)NCCC(c1ccccc1)c1ccccc1,-7.0
O=c1n(CCNS(=O)(=O)c2ccc(Cl)s2)nc(-c2ccco2)n1C1CC1,11.0
COCCn1c(SCc2ccccc2Cl)nc2c([nH]c3ccccc32)c1=O,-15.0
COCCNC(=O)CN1CCN(c2nccn2-c2cccc(Cl)c2)CC1,-3.0

# Later entries:
SMILES,SSB-PriA inh
CC(=NNS(=O)(=O)c1ccc(Br)cc1)c1ccc2c(c1)OCO2,-7.6
O=C(NCCn1ccc(-c2ccsc2)n1)c1noc2c1CCCC2,-4.0
Cc1cccc(OCC(=O)NN=C/C=C/c2ccc3c(c2)OCO3)c1C,-18.1
CC1CCCCC1NC(=S)Nc1ccc(OC(F)F)cc1 (configuration not stated),-6.0
CCSc1ccccc1C(=O)Nc1nc2cc3c(cc2s1)OCO3,-10.0&-6.0
Cc1ccc(S(=O)(=O)NCC(=O)N2CCOC(c3ccccc3)C2)c(C)c1 (configuration not stated),8.0
O=C(COc1ccc(Cl)cc1Cl)Nc1c2c(nn1-c1ccc([N+](=O)[O-])cc1)CSC2,2.0
CCc1ccc(OCCS(=O)(=O)NCc2ccc(Cl)cc2)cc1,-8.0
O=C(NN=C1C(=O)c2cccc3cccc1c23)c1ccc(O)cc1,12.2
O=C(Cc1ccccc1)NN=C/C=C/c1cccc([N+](=O)[O-])c1,-14.9
O=C(Cc1ccccc1Br)NC1CCN(c2cc(C(F)(F)F)ncn2)CC1,0.0
CC(=O)Nc1sc(NN=Cc2ccc(O)cc2)nc1-c1ccc(C)cc1,9.3
O=C(CCn1nnc2ccccc21)NN=CCc1ccccc1,3.2
O=C(CSc1cn(Cc2ccc(Br)cc2)c2ccccc12)N1CCN(c2ccccc2)CC1,-15.0&-6.0
Cc1cc2ncn(C)c2cc1C,7.0
CSc1ncccc1C(=O)Nc1ccc2c(c1)N(C(=O)C1CC1)CC2,8.0
COc1ccccc1N1CCN(C(=O)CSc2n[nH]c(=O)c3cc(-c4ccc(F)cc4)nn23)CC1,-6.0
CC(C)Sc1ccc(C(=O)Nc2ccc(S(N)(=O)=O)cc2)cc1,-7.0
CC(=O)CSc1nc(C2CCCC2)nc2c1c(=O)n(C)c(=O)n2C,-18.0
Cc1cc(C)n(-c2nc(-c3ccccc3)cc(=O)n2CC(=O)NCC2CCCO2)n1 (configuration not stated),8.0
Cc1ccc(C(O)=C2C(=O)C(=O)N(CC(C)O)C2c2cccc(F)c2)cc1 (configuration not stated),3.2
O=C(Nc1c2c(nn1-c1ccc(Cl)cc1)CSC2)c1ccc(Br)o1,-13.0
CCOC(=O)c1sc(=NC(=O)c2nc3ccccc3s2)n(C)c1C,5.0
O=C(/C=C\c1ccccc1)NCc1nnnn1-c1ccc(Cl)cc1,-2.0
CCOc1ccc2nc(NC(=O)c3ccc(=O)n(Cc4ccccc4Cl)c3)sc2c1,-8.0

# (further entries)
SMILES,SSB-PriA inh
FC(F)(F)c1cccc(-c2noc(-c3cc(-c4cccs4)[nH]n3)n2)c1,7.0
O=C(Nc1ccc2c(c1)CN(C(=O)c1cccs1)CC2)c1cccc2ccccc12,2.0
CC(=O)c1ccc(/C=C/c2ccccc2)cc1,-11.0
CC(C)c1ccc(NC(=O)CSc2cccc3cccnc23)cc1,41.5
Nc1ncnc(N/N=C\c2ccc(O)cc2)c1[N+](=O)[O-],11.0
O=C(Nc1ccsc1-c1nc(C2CC2)no1)c1noc2c1CCCC2,0.0
CCOC(=O)c1csc(NC(=O)C2c3ccccc3Oc3ccccc32)n1,-5.0
COc1ccc(S(=O)(=O)Nc2ccc3c(c2)CCCN3C(=O)c2ccccc2)cc1F,5.0
O=C(Nc1cnc(-n2ccnc2)nc1)c1ccccc1Cl,-6.0
Cn1nccc1-c1nnc(NC(=O)C23CC4CC(CC(C4)C2)C3)o1,2.0
CCC[n+]1cn(C(C(=S)Nc2cccc(Cl)c2C)=C([O-])c2ccc(OC)c(OC)c2)c2ccccc21,0.0
CC(=NNc1cccc(C(=O)O)c1)c1ccc(Cl)s1,3.0
O=C1CCSCC(C(=O)Nc2cccnc2)N1 (configuration not stated),-16.0
COc1ccccc1-n1c(SCC(=O)Nc2ccc3c(c2)OCCO3)nc2c(c1=O)SCC2,-1.0
O=[N+]([O-])c1cccc(/C=N\Nc2nc(-c3ccc(Cl)c(Cl)c3)cs2)c1,-4.0
COc1ccc2nc(-c3ccc(C)c(NS(=O)(=O)c4ccc(Cl)s4)c3)cn2n1,-1.0
O=C(Nc1ccc(OC(F)(F)F)cc1)C1CNC1,-13.0
O=C(NCCn1nc(C2CC2)n(-c2ccccc2)c1=O)Nc1ccccc1Cl,1.0
CCc1nnc(NC(=O)CSc2nc(N)c(NC(=O)c3ccco3)c(=O)[nH]2)s1,-8.0&-4.0
N#Cc1c(NC(=O)c2ccc(Br)cc2F)sc2c1CCC2,-17.0
Cc1cccc(C(=O)NCC2CC(=O)N(Cc3ccccc3)C2)c1 (configuration not stated),-3.0
NC(=O)CCc1csc(NC(=O)Nc2ccccc2)n1,-12.0
CCn1ccc(C(=O)Nc2c(C(=O)OC)sc3ccccc23)n1,5.0
O=C(NN=C(c1ccccc1)c1ccccn1)c1cccc([N+](=O)[O-])c1,21.7
COc1ccc(Cl)cc1C(=O)Nc1ccc2c(c1)N(C(=O)c1cccs1)CCC2,-2.0
C=CCSc1nnc(NC(=O)c2ccc(C)c(S(=O)(=O)N3CCCCCC3)c2)s1,1.0
O=C(O)CCCN1C(=O)/C(=C\c2cccc3ccccc23)SC1=S,-6.0
O=C(NCCNC(=O)c1ccc(NC(=O)C2CC2)cc1)Nc1ccc(Cl)cc1,-15.0
CC(=O)N1CCc2c(sc(NC(=O)c3ccccc3NS(=O)(=O)c3ccc(C)cc3)c2C(N)=O)C1,-20.0&-12.0
